# FBPA coupling cs – qHTS Assay for Inhibitors of Fructose-1,6-bisphosphate Aldolase from Giardia Lamblia: Coupling assay counterscreen; coupling enzyme system counterscreen, AmpLite Red fluorescence; activity change, negative = inhibition, % at 58.2 µM, hits read low; actives 0.67% (n = 290,000); AID 2472, 2010; in the data active means activity change below about -30%; further: on the % scale 0 is the no-effect control and ±100 the full control effect
#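 Final compound at 57.5 uM, incubated 10 min at RT with coupling enzyme reagent (glyceraldehyde-3-phosphate), then 20 min with substrate and AmpLite Red detection. Fluorescence read at 525/598 nm; tests interference with the coupling assay, not aldolase inhibition.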
# GALK inh – qHTS Assay for Inhibitors of Human Galactokinase (GALK); P51570; Purified GALK, Kinase-Glo residual ATP luminescence; Potency, µM (highest dose often 57.5 µM), without a hit: at the highest dose activity change, negative = inhibition, usual class: inhibitors; actives 0.007% (n = 270,000); further: potency means the concentration at half of the fitted maximal effect; on the % scale 0 is the no-effect control and ±100 the full control effect
# Target sequence (P51570 whole entry, looked up): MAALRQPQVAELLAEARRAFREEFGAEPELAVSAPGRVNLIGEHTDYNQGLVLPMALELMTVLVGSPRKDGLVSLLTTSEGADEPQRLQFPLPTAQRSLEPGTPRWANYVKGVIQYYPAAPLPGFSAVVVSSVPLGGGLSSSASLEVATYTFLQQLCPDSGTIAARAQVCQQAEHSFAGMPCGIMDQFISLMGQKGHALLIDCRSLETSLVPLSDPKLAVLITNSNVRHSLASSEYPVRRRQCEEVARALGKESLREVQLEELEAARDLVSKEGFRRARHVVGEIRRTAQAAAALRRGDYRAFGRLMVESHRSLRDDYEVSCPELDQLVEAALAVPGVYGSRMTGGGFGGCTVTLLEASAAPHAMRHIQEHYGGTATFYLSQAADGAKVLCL
#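 Quantitative HTS: GALK 5 nM, ATP 35 uM, galactose 100 uM, 1 h room temperature, then luciferase-based ATP detection.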
# Menin-MLL TR inh – qHTS Assay for Inhibitors Targeting the Menin-MLL Interaction in MLL Related Leukemias: Competition With Texas Red Labeled MLL-derived Mutant Peptide. O00255. Menin + Texas Red MLL mutant peptide, fluorescence polarization. Potency, µM (top dose mostly 61.6 µM), without a hit: at the top dose FP activity change, negative = inhibition, hits mostly inhibitors. actives 0.23% (n = 270,000). AID 1768, 2009; active means well fitted inhibition curve with a large enough effect in the polarisation, with a control signal flat, not every such curve was filed as active; inconclusive means small, poorly fitted or top-dose-only effect, or effect the other way, or a change in a side signal; inactive means no such curve, though single readings can be large or run the other way; the % refers to the polarisation; further: potency means the concentration at half of the fitted maximal effect; % of control where 0% means no effect; many of its hits are not listed in these tables
# ASM inhibitor – Inhibitors of Secretory Acid Sphingomyelinase (S-ASM): qHTS; actives 0.006% (n = 340,000); AID 504937, 2011; placental ASM, HMU-PC fluorogenic substrate, 60 min; Potency, µM (doses to about 57.5 µM), without a hit: at the highest dose activity change, negative = inhibition, most hits filed as inhibitors; further: potency means the concentration at half of the fitted maximal effect
#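 qHTS format. ASM enzyme prepared from human placenta hydrolyses the fluorogenic substrate HMU-PC0 (9 uM final) over 60 min at 37 °C after a 10 min compound preincubation.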
# PKM2 act – qHTS Assay for Activators of Human Muscle isoform 2 Pyruvate Kinase | Pyruvate kinase PKM (Homo sapiens), P14618 | purified PKM2, Kinase-Glo ATP luminescence, activation; response scale: 0% is enzyme alone, no compound | Potency, µM (highest dose often 57.5 µM), without a hit: at the highest dose activation, most hits filed as activators | actives 0.34% (n = 260,000) | AID 1631, 2009; further: potency means the concentration at half of the fitted maximal effect; on the % scale 0 is the no-effect control and ±100 the full control effect; nearly all actives have a fitted effect of over 55% in size
#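 Kinase-Glo luminescence reports ATP generated from ADP (0.1 mM) and PEP (0.5 mM) by purified hPK-M2 after 1 h at room temperature, pH 7.2 imidazole buffer; intermediate enzyme activity allows detecting inhibitors and activators.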
# Tb PFK inh – qHTS Assay to Find Inhibitors of T. brucei phosphofructokinase. AID 485367, 2010. ATP-dependent 6-phosphofructokinase (Trypanosoma brucei brucei), O15648. actives 0.17% (n = 330,000). Potency, µM (doses to about 57.5 µM), inactives show at the top dose activity, negative = inhibition, usual class: inhibitors. T. brucei PFK, ADP-Glo luminescence;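 further: potency means the concentration at half of the fitted maximal effect; 0% = uninhibited 1x PFK enzyme wells and -100% = no-enzyme wells; nearly all actives have a fitted effect of over 60% in size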
#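 Activity is normalized to no-enzyme wells (full inhibition) and 1.25 nM enzyme wells (no inhibition). Reaction: 0.5 mM F6P, 0.1 mM ATP, 45 min RT, ADP-Glo luminescence; concentration-response curves fitted and classed by quality.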
# TSG101-PTAP inh – qHTS Assay for Iinhibitors of HIV-1 Budding by Blocking the Interaction of PTAP/TSG101; 340,000 tested, under 10 active; Potency, µM (top dose mostly 115 µM), for the others: at the top dose activity change, negative = inhibition, actives largely listed as inhibitors; Tumor susceptibility gene 101 protein (Homo sapiens), Q99816; Fluorescence polarization, FITC-PTAP peptide / Tsg101 binding; active means well fitted inhibition curve with a large enough effect in the main read-out, with a control signal flat, not every such curve was filed as active; inconclusive means small, poorly fitted or top-dose-only effect, or effect the other way, or a change in a side signal; inactive means no such curve, though single readings can be large or run the other way; further: potency means the concentration at half of the fitted maximal effect; % of control where 0% means no effect
# Target sequence (Q99816 whole entry, looked up): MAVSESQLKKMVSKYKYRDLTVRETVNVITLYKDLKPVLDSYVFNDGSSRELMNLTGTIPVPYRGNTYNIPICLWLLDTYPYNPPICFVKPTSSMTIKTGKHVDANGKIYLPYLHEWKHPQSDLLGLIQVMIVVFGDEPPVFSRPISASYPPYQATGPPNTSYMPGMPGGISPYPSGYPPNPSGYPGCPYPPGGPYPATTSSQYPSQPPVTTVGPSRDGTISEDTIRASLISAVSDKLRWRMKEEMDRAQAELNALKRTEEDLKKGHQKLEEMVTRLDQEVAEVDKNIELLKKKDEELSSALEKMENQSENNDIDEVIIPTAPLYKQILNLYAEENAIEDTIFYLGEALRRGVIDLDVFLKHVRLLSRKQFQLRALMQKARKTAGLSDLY
#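 Compounds were pin-transferred onto Tsg101 binding domain (10 uM final) in HEPES pH 7.5 buffer, then FITC-PTAP peptide was added at 50 nM final. After 20 min at RT, polarization reported peptide displacement across a qHTS concentration series.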
# Giardia kill – Small Molecules that selectively kill Giardia lamblia: qHTS; Giardia lamblia trophozoite viability; activity change, % at 7.66 µM, hits read low; actives 0.15% (n = 340,000); in the data active means activity change below about -80%; inconclusive means between about -30% and that limit;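 further: parasites exposed to compound for two days anaerobically before the ATP read; on the % scale 0 is the no-effect control and ±100 the full control effect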
#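 Luminescence from cellular ATP indicates surviving trophozoites (100 cells/well) following 48 hrs anaerobic compound treatment at 37 deg C; signal develops 15-30 min at room temperature.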
# a7 integrin act – qHTS for Activators of Integrin-Mediated Alleviation for Muscular Dystrophy. Potency, µM (highest dose often 38.3 µM), for the others: at the top dose activation, most hits filed as activators. AID 624291, 2012. alpha7betagal myoblasts, beta-gal FDG fluorescence, 48 h. actives 0.064% (n = 350,000);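 further: potency means the concentration at half of the fitted maximal effect; 100% = response of the positive control SU9516; nearly all actives have a fitted effect of over 60% in size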
#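 alpha7betagal+/- myoblasts (passage 13, 250/well) treated 48 h at 37C with compounds at 1:260 dilution of DMSO stock. Lysed, then beta-galactosidase activity read as FDG fluorescence (ex 480/em 540) after 30 min, with pre-read for autofluorescence.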
# Chronic BCR inh – qHTS Assay to Find Inhibitors of Chronic Active B-Cell Receptor Signaling. Potency, µM (doses to about 46.1 µM), inactives show at the top dose ratio change, negative = lower green/red ratio, most hits filed as inhibitors. AID 493014, 2011. actives 0.05% (n = 340,000). ABC-DLBCL IkBa-CBG/CBR reporter, luminescence ratio, 4 h; active means well fitted inhibition curve with a large enough effect in the signal ratio, with a control signal flat, not every such curve was filed as active; inconclusive means small, poorly fitted or top-dose-only effect, or effect the other way, or a change in a side signal; the % refers to the signal ratio;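 further: potency means the concentration at half of the fitted maximal effect; plate controls were basal doxycycline-induced cells for no effect and cells given 10 µM MG132 for full effect; MG132 reads +100%, hits lower the ratio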
#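 Compounds up to 46 uM were incubated four hours with TMD8 cells whose green CBG68 luciferase is fused to IkappaBalpha; red CBR luminescence normalised the signal, and concentration-effect curves were fitted to fusion, red and ratio data.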
# B2AR arrestin – qHTS assay of beta-arrestin-biased ligands of beta2-adrenergic receptor; beta-arrestin recruitment to beta2AR, cell-based reporter; actives 0.02% (n = 330,000); Potency, µM (series often up to 46.1 µM), without a hit: top-dose activation, actives largely listed as activators;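 further: potency means the concentration at half of the fitted maximal effect; 0% = DMSO controls and full agonism = EC100 isoproterenol or metaproterenol; nearly all actives have a fitted effect of over 65% in size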
# The depositor's hits bear a star; ? = inconclusive; / = not tested or not shown; [ ] = another dose, or the depositor's remark. Unless noted, the call rests on the fitted dose curve; in most records, active means well fitted curve in the direction sought with a large enough effect; inconclusive means small, poorly fitted or top-dose-only effect, or another doubt; inactive means no such curve, though single readings can be large; an effect the other way counts as inactive or inconclusive.
SMILES,FBPA coupling cs,GALK inh,Menin-MLL TR inh,ASM inhibitor,PKM2 act,Tb PFK inh,TSG101-PTAP inh,Giardia kill,a7 integrin act,Chronic BCR inh,B2AR arrestin
CCOC(=O)N1CCN(C2CCCN(C(=O)c3ccccc3N(C)C)C2)CC1 (stereo unspecified),/,-2%,/,11%,0%,1%,-4%,5,11%,-1%,-0.3%
CC(OC(=O)Cc1n[nH]c(=O)c2ccccc12)C(=O)Nc1ccc(Cl)cn1 (stereo unspecified),2,-4%,10%,-2%,1%,15%,-6%,-2,-11%,?,-1.1%
O=C(CCOc1ccccc1)NCc1ccccc1,0,3%,-1%,0%,-1%,-1%,-8%,-16,0%,?,-0.7%
CCc1nc(-c2cc3ccc(C)cc3[nH]c2=O)no1,-4,-3%,?,59%[activator],2%,0%,-1%,1,-17%,?,-0.1%
CC(=O)N1CCc2cc(S(=O)(=O)NC(CC(C)C)C(=O)Nc3ccc4c(c3)OCCO4)ccc21 (stereo unspecified),-1,0%,11%,3%,3%,1%,-2%,-5,37%,0%,0.1%
COc1ccc(COC(=O)C2=C(C)NC(=O)NC2c2cccc(OC)c2OC)cc1 (stereo unspecified),0,/,4%,1%,-6%,0%,1%,-11,-12%,-5%,-1.2%
CC(=O)N1CCN(C(=O)c2ccc(-n3c(C)ccc3C)cc2)CC1,1,1%,11%,-2%,3%,1%,0%,-5,-44%,3%,0.8%
CC(C)OP(=O)(OC(C)C)/C(C=O)=N\Nc1ccc([N+](=O)[O-])cc1,0,0%,/,-3%,1%,2%,-3%,11,-33%,?,-0.4%
O=C(CN1C(=O)C2CC=CCC2C1=O)Nc1nnc(SCc2c(Cl)cccc2Cl)s1 (stereo unspecified),16,-3%,/,-2%,-16%,-7%,-2%,1,-15%,?,-0.1%
CC(=O)c1cn(CCOc2ccc(F)cc2)c2ccccc12,2,-7%,15%,-2%,-2%,-4%,-3%,-3,11%,-7%,-0.7%
COc1ccc(O)c(C(=O)c2cnn(-c3ccc(Cl)cc3)c2)c1,6,-2%,?,-1%,/,21%,-3%,-13,?,?,0.3%
CCCCC1CCC(C(=O)OC(C)C(=O)Nc2ccc(NC(C)=O)cc2)CC1 (stereo unspecified),/,-2%,/,-6%,-1%,0%,3%,10,22%,-6%,0.2%
CC(=O)Nc1cccc(C(=O)/C=C/c2cccs2)c1,-1,-2%,62%[activator],-1%,-12%,0%,-1%,-8,-34%,?,-0.1%
Cc1cccc(C)c1NC(=O)C/C(N)=N/O,3,-4%,27%,3%,-3%,0%,-11%,-9,14%,3%,3.5%
COc1ccc(/C=C2/C(=O)ON=C2C)cc1Br,2,0%,-2%,-2%,/,1%,0%,-1,0%,?,-0.2%
CC(=O)N1C(C(=O)O)Cc2c([nH]c3ccccc23)C1C (stereo unspecified),-3,/,-12%,1%,-1%,-1%,0%,-14,37%,0%,-1.5%
COc1cc(N)c(Cl)cc1C(=O)OCC(=O)N1CCCC1,-3,-1%,15%,0%,-7%,0%,-2%,5,14%,-2%,0.5%
Cc1cccc(C(=O)NNC(=O)CCCCC(=O)NNC(=O)c2cccc(C)c2)c1,-1,4%,-16%,0%,/,-7%,-14%,-4,-7%,9%,0.3%
COc1ccc([C@]23Cc4cc(C#N)ccc4C(O2)c2c(cc(C)n(-c4ccccc4)c2=O)O3)cc1,-1,/,0%[11.7 µM],/,6%[11.5 µM],-18%[11.5 µM],/,/,/,4%[9.22 µM],-0.3%[9.22 µM]
OCn1ncn(-c2ccccc2)c1=S,2,-3%,-12%,0%,-11%,-1%,1%,-6,-14%,5%,-0.1%
CC(=O)Nc1ccc(SCCN2CC[C@@H](O)CCC2=O)cc1,/,/,/,1%,/,0%,-3%,15,-18%,-4%,0.2%
CCCCCc1cc(=O)oc2c(C(CCN3CCCC(C)C3)c3ccc(N(C)C)cc3)c(OC)cc(OC)c12 (stereo unspecified),1,5%,/,-16%,-1%,-1%,-1%,?,-41%[inhibitor],?,0.1%
COc1ccccc1CCNC(=O)c1csc2c1CCCC2,0,-2%,6%,-3%,6%,3%,-1%,10,13%,-1%,0.1%
Nc1nnc(CC(=O)N/N=C/c2ccc(-c3ccc(Cl)cc3Cl)o2)s1,-1,-3%,/,11%,0%,-1%,-2%,7,-28%,-2%,-0.4%
CC(C)(C)C(=O)NCc1ccc(C(=O)CSc2nnc(C3CC3)n2C2CC2)s1,/,/,/,-1%,/,2%,1%,-2,4%,?,-0.8%
CCCCn1c(N)c(N(CC(C)C)C(=O)CSCC(=O)Nc2cccc(C)c2)c(=O)[nH]c1=O,/,/,/,0%,/,19%,-2%,-7,4%,11%,-0.3%
CC(C)OCCCNC(=O)c1cc(-c2cccnc2)nc2ccccc12,2,13%,-13%,2%,/,9%,1%,5,14%,-2%,-0.2%
O=C(c1ccc(S(=O)(=O)c2cccc(Cl)c2)c([N+](=O)[O-])c1)N1CCN(c2ccccn2)CC1,-8,-3%,-4%,-3%,9%,1%,-2%,2,-68%[inhibitor],?,-0.1%
Cc1cc(C(=O)COC(=O)c2ccccc2O)c(C)n1Cc1cccs1,0,0%,/,-2%,-15%,3%,0%,?,-37%,-2%,0.3%
CCn1c(SCC(=O)Nc2nc(-c3ccccc3)cs2)nc2c1c(=O)n(C)c(=O)n2C,3,/,6%,-3%,-1%,0%,-5%,21,6%,0%,-1.8%
O=C1Nc2ccccc2/C1=N/N=C/c1ccc(-c2ccc([N+](=O)[O-])cc2)o1,0,-1%,-3%,-14%,-23%,-2%,0%,-21,19%,-1%,-0.1%
COc1ccc(S(=O)(=O)N2CCCC(C(=O)NCc3ccncc3)C2)cc1 (stereo unspecified),1,0%,4%,0%,0%,-2%,-1%,0,28%,0%,-1.0%
O=C(CS(=O)(=O)Cc1ccccc1)Nc1nc2ccccc2s1,1,-2%,-4%,-1%,3%,-1%,1%,10,-20%,?,0.3%
Cc1ccc(CCC(=O)NCc2ccccc2)o1,0,-6%,-11%,3%,0%[11.5 µM],-1%,-2%,-11,-4%,1%,-0.6%
O=S(=O)(Cc1ccccc1)NCc1cccnc1,1,2%,8%,6%,0%,-6%,-5%,0,10%,0%,0.4%
O=C(CCN1CCCCC1)NNC(=S)NC(=O)c1ccc(Br)cc1,0,2%,-2%,4%,-2%,-3%,0%,6,6%,?,-0.4%
N#C/C(=C\c1ccc(OCCN2CCOCC2)cc1)C(=O)Nc1ccc(S(N)(=O)=O)cc1,/,-7%,/,3%,2%,6%,1%,33[activator],1%,-2%,0.0%
Cc1cc(/C=N/NC(=O)C(O)(c2ccccc2)c2ccccc2)c(C)n1-c1ccccc1,-6,-6%,-10%,5%,-1%,3%,0%,7,-22%,-5%,0.2%
CCc1nc(SCC(=O)Nc2ccc(Br)cn2)n[nH]1,/,2%,/,/,14%,-1%,/,/,/,7%,0.0%
CCOC(=O)c1c(N)sc2c1CCC(C)C2 (stereo unspecified),0,5%,11%,0%,22%,1%,-7%,-7,0%,1%,3.7%
CCCS(=O)(=O)Nc1c(C(=O)O)[nH]c2ccccc12,-27,0%,?,6%,4%,2%,-3%,-4,-2%,19%,0.3%
COc1ccc(/C(O)=C2/C(=O)C(=O)N(Cc3cccnc3)C2c2ccco2)cc1OC (stereo unspecified),5,5%,13%,-1%,-4%,2%,-9%,-16,2%,-1%,0.5%
Fc1ccc(CSc2ncnc3sc4c(c23)CCCC4)cc1,/,-3%,-17%,-19%,3%,0%,0%,-13,10%,6%,-0.3%
Cc1ccc(C2CCN(C(=S)Nc3cccc(Cl)c3)C2)cc1 (stereo unspecified),-2,-3%,1%,0%,-5%,1%,4%,-5,-29%,?,0.0%
O=C(CCC1CCCC1)N1CCN(S(=O)(=O)c2ccc(Br)cc2)CC1,/,/,/,-1%,/,1%,0%,?,-10%,1%,-0.1%

# From PubChem

# An excerpt; the hit share may differ from the screen's.
